Screening data deposited in PubChem BioAssay by The Scripps Research Institute Molecular Screening Center.
PAFAH1B2 FP inh: blocks human PAF acetylhydrolase 1b catalytic subunit 2; P68402; 340,000 compounds, 1.2% hits; AID 492953; recombinant PAFAH1B2, FP-rhodamine activity probe, fluorescence polarization; inhibition, % at 3.39 µM;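 active = inhibition above the mean of all tested compounds plus 3 SD, cut at about 24% in these data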;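 also: 0% = enzyme with DMSO and 100% = wells lacking PAFAH1B2; many of its hits are not listed in these tables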
LYPLA2 counter: LYPLA2 (human) inhibition in PME1 counter-screen; O95372; recombinant LYPLA2, FP-Rh probe fluorescence polarization; inhibition, % at 5.9 µM; 320,000 compounds, 0.38% hits;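 active = inhibition above the screen-wide mean plus 3 SD, limit set per campaign, cut at about 26% in these data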;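 also: 0% = LYPLA2 with DMSO and 100% = wells lacking LYPLA2 enzyme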
Target sequence (O95372 whole entry, looked up): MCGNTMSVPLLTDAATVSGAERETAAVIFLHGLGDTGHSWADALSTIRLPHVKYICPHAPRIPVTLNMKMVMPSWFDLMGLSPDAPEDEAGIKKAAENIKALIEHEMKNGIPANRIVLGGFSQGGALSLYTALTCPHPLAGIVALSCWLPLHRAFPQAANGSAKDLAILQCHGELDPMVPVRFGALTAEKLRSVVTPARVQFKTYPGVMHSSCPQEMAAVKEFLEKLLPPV
PAD4 FP inh: inhibitors of human PAD4 | Q9UM07 | recombinant PAD4, RCA probe fluorescence polarization | inhibition, % at 6.36 µM | 330,000 compounds, 0.41% hits | AID 485272;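 active = percent inhibition above a cutoff equal to the mean of all tested compounds plus 3 SD, cut at about 15% in these data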;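 also: 0% = PAD4 with RCA probe and DMSO and 100% = probe without PAD4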
GSTO1 counter: counter-screen for RBBP9 inhibitors: inhibitors of human GSTO1. P78417. recombinant GSTO1, activity-based probe fluorescence polarization. inhibition, % at 5.96 µM. 300,000 compounds, 1.1% hits. AID 1974;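 active = inhibition above the campaign mean inhibition plus 3 SD, cut at about 35% in these data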;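 also: 0% = GSTO1-1 with DMSO and 100% = wells lacking GSTO1-1 enzyme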
PME-1 inh: blocks human protein phosphatase methylesterase 1; Q9Y570; 320,000 compounds, 0.53% hits; recombinant PME-1, FP-Rh probe fluorescence polarization; inhibition, % at 5.9 µM;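 active = inhibition above the campaign mean of all compounds plus 3 SD, cut at about 26% in these data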;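 also: competitive labeling of PME-1 active site by serine hydrolase directed probe; 0% = PME-1 with DMSO and 100% = wells lacking PME-1 enzyme; inhibitors block probe labeling so polarization falls and inhibition rises; many of its hits are not listed in these tables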
Target sequence (Q9Y570 whole entry, looked up): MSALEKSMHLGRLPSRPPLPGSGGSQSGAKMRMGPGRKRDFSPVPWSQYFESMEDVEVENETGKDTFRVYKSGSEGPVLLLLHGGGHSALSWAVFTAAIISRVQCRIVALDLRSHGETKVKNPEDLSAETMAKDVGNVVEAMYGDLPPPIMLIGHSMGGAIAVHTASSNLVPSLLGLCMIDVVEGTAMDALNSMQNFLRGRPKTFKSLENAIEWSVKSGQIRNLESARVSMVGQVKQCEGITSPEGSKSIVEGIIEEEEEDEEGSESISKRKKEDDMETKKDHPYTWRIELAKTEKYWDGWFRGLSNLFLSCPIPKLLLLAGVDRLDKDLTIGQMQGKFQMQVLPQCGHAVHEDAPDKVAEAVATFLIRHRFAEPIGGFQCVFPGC
pPAFAH FP inh: pPAFAH (human) enzyme inhibition | inhibition, % at 3.39 µM | 330,000 compounds, 1.5% hits | Q13093 | recombinant pPAFAH, FP-rhodamine probe fluorescence polarization | AID 463082;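 active = inhibition above the mean inhibition across the screen plus 3 SD, cut at about 25% in these data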;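 also: inhibitors block binding of the rhodamine activity-based probe so polarization drops; 0% = enzyme with DMSO and 100% = wells lacking pPAFAH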
LYPLA1 counter: blocks human lysophospholipase 1, a PME1 counter-screen | inhibition, % at 5.9 µM | O75608 | 320,000 compounds, 0.16% hits | recombinant LYPLA1, FP-Rh probe fluorescence polarization;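 active = inhibition above the mean of all tested compounds plus 3 SD, set per campaign, cut at about 14% in these data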;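 also: inhibitors block serine hydrolase probe labeling of LYPLA1 so polarization falls; 0% = enzyme with DMSO and 100% = wells lacking LYPLA1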
Target sequence (O75608 whole entry, looked up): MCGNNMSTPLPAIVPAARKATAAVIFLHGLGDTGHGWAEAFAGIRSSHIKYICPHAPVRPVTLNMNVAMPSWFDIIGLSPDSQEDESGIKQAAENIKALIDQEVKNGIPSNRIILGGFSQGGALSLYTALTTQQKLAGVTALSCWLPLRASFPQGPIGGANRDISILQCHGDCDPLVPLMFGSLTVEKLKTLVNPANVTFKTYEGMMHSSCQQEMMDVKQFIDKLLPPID
PAFAH1B3 inh: inhibitors of human PAFAH1B3 | Q15102 | AID 492972 | inhibition, % at 3.39 µM | 340,000 compounds, 0.28% hits | recombinant PAFAH1B3, FP-rhodamine probe, fluorescence polarization;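 active = inhibition above the screen-wide average of all tested compounds plus 3 SD, cut at about 25% in these data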;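 also: 0% = enzyme with DMSO only and 100% = wells lacking PAFAH1B3 protein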
PAFAH2 FP inh: inhibitors of human PAFAH2 | recombinant PAFAH2, FP-rhodamine activity probe, fluorescence polarization | 340,000 compounds, 0.99% hits | inhibition, % at 3.39 µM;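 active = inhibition above the mean over all tested compounds plus 3 SD, cut at about 30% in these data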;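 also: inhibitors block probe labeling of enzyme so polarization drops; 0% = enzyme with DMSO and 100% = wells lacking PAFAH2 protein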
* = called active by the depositor; . = no result given. Only part of the results is shown (hit frequency here may not be typical).

cpd	molecule	LYPLA1 counter	LYPLA2 counter	PME-1 inh	PAD4 FP inh	PAFAH1B2 FP inh	PAFAH2 FP inh	GSTO1 counter	PAFAH1B3 inh	pPAFAH FP inh
1	O=C1c2ccccc2C(=O)C12OC(c1ccccc1)C1(C(=O)c3ccccc3C1=O)C2c1ccc([N+](=O)[O-])cc1 (stereo not given)	0	3	3	-9	9	-5	-5	4	2
2	Cn1ncc2c(Nc3ccc(-c4ccccc4)cc3)ncnc21	-12	1	5	-4	-4	-1	-6	2	12
3	C=CCNS(=O)(=O)c1cc(S(=O)(=O)NCC=C)c(OC)cc1OC	0	-4	1	-2	2	-1	4	7	3
4	C=C1CCC[C@]2(C)C[C@H]3OC(=O)C(CNCCN(CC)CC)[C@H]3CC12 (stereo not given in full)	2	2	-6	-7	11	16	-3	14	-6
5	CCOC(=O)C(=NCC1CCCO1)NNc1ccccc1Cl (stereo not given)	1	1	1	-4	-2	-5	-2	3	3
6	C=C1C(C(=O)Nc2ccccc2)C1C(=O)Nc1ccccc1 (stereo not given)	-3	0	-2	1	0	0	-3	6	5
7	CCOC(=O)N1CCC(NC(=O)CCC(=O)N2CCOc3ccc(C)cc32)CC1	-2	-7	-2	2	1	-12	3	2	2
8	O=C(c1ccc(F)cc1)N1CCN(c2cc(N3CCCCC3)c(F)cc2[N+](=O)[O-])CC1	1	3	7	-3	-1	-5	-3	6	6
9	CCN1C(=O)C(CC(=O)Nc2ccc(F)cc2)N(CCCN2CCN(c3ccc(F)cc3)CC2)C1=S (stereo not given)	3	1	3	2	1	-7	2	10	3
10	O=C(Oc1c(-c2ccco2)oc2ccccc2c1=O)c1cccnc1	-3	-3	1	1	3	15	13	6	4
11	COc1ccc(NC(=O)c2cccc3cccnc23)cc1S(N)(=O)=O	4	6	1	4	3	3	-10	7	-5
12	N/C(=N\OC(=O)CCn1cccc(C(F)(F)F)c1=O)c1ccc(OC(F)(F)F)cc1	7	3	2	2	.	.	-4	.	-4
13	CCN(CC)C1=C(Cl)C(=O)C(Cl)C12OCCO2 (stereo not given)	-2	5	-1	-2	.	.	9	.	12
14	COc1ccc(/C=C2\CCc3ccccc3C2=O)cc1O	2	8	0	-1	7	0	7	8	7
15	CC(CCc1ccccc1)NC(=S)NC1CCCCC1 (stereo not given)	1	1	1	1	15	4	5	5	4

Compound profiles, as listed above:
Shown for `C=C1C(C(=O)Nc2ccccc2)C1C(=O)Nc1ccccc1` (stereo not given) → LYPLA1 counter = -3; LYPLA2 counter = 0; PME-1 inh = -2; PAD4 FP inh = 1; PAFAH1B2 FP inh = 0; PAFAH2 FP inh = 0; GSTO1 counter = -3; PAFAH1B3 inh = 6; pPAFAH FP inh = 5
Shown for `Cn1ncc2c(Nc3ccc(-c4ccccc4)cc3)ncnc21` → LYPLA1 counter = -12; LYPLA2 counter = 1; PME-1 inh = 5; PAD4 FP inh = -4; PAFAH1B2 FP inh = -4; PAFAH2 FP inh = -1; GSTO1 counter = -6; PAFAH1B3 inh = 2; pPAFAH FP inh = 12

Other results follow:
cpd	molecule	LYPLA1 counter	LYPLA2 counter	PME-1 inh	PAD4 FP inh	PAFAH1B2 FP inh	PAFAH2 FP inh	GSTO1 counter	PAFAH1B3 inh	pPAFAH FP inh
16	COC(=O)c1ccc(CN(C)S(=O)(=O)c2cccs2)cc1	2	2	3	5	3	9	0	7	5
17	O=C(NCC1CCCO1)c1ccc2c(=O)n(-c3ccc(F)cc3)c(=S)[nH]c2c1 (stereo not given)	4	7	1	-1	4	1	4	7	5
18	Cc1cc(C)nc(SCc2ccc(C(=O)N/N=C/C3CCCCC3)cc2)n1	-9	-13	-7	-2	3	-3	0	7	-3
19	CCC1(C)CC(CC(=O)O)(c2ccccc2OC)CCO1 (stereo not given)	2	8	1	-2	-3	-5	-2	0	2
20	COC(=O)c1ccncc1C(=O)Nc1ccc(Oc2ncc(C(F)(F)F)cc2Cl)cc1	-1	-5	9	-3	4	7	2	-4	6
21	O=C(c1ccc(COCC(F)(F)F)cc1)N1CCN(c2ccccn2)CC1	-1	3	-4	-3	0	2	9	5	3
22	O=C(c1cc(COc2c(F)cccc2F)on1)N1CCC(c2ccccc2F)C1 (stereo not given)	0	2	-3	-4	2	1	8	2	3
23	O=[N+]([O-])c1cc(F)c2cccnc2c1O	4	-3	-1	1	6	3	58*	9	9
24	O=C(COc1ccccc1Cl)Nc1cccc(S(=O)(=O)N2CCCC2)c1	-7	2	8	-3	-2	0	.	-2	7
25	O=C1NC(c2ccc(Cl)cc2)Nc2ccccc21 (stereo not given)	1	0	-1	-2	3	-1	-5	12	-1
26	CC(Oc1ccc(F)cc1)C(=O)Nc1ccccc1N1CCCCC1 (stereo not given)	1	-1	-2	-3	5	-4	2	10	4
27	Clc1nc2ccccc2nc1-c1ccccc1	-2	-7	-15	1	5	-1	5	4	-9
28	CC(C)CN(CCCNC(=O)CN1C(=O)COc2ccc(S(=O)(=O)N3CCCCCC3)cc21)CC(C)C	0	-4	2	-2	8	0	6	4	1
29	CCOc1ccc(N(CC(=O)Nc2ccccc2)S(C)(=O)=O)cc1	1	3	2	4	1	-7	8	5	0
30	C=CCc1cc(/C=C2/NC(=O)N(CC(=O)OC)C2=O)cc(OC)c1O	-2	-10	-1	-5	-3	-3	6	10	-7

cpd	molecule	LYPLA1 counter	LYPLA2 counter	PME-1 inh	PAD4 FP inh	PAFAH1B2 FP inh	PAFAH2 FP inh	GSTO1 counter	PAFAH1B3 inh	pPAFAH FP inh
31	CC(C)Oc1ccc(Cc2n[nH]c(=S)n2Cc2ccccc2)cc1Cl	-3	1	-5	2	8	1	-1	8	3
32	COc1cc(C(=O)NC(=S)Nc2ccc(Cc3ccncc3)cc2)cc(OC)c1OC	0	26*	-9	-6	8	-6	-7	2	-8
33	O=C(COC(=O)CCC(=O)c1ccc(F)cc1)Nc1ccccc1	-3	-3	-8	0	0	-11	-1	15	14
34	Cc1c(C)c2ccc(OCC(=O)Nc3ccc(CN4CCOCC4)cc3)cc2oc1=O	-3	13	5	-3	5	4	-1	7	9
35	O=C(NCc1ccc(F)cc1)c1ccncc1	-2	0	-2	-3	4	7	-4	6	-3
36	N#CC1=C(N)C(C#N)(C#N)[C@H](c2ccoc2)[C@H]2CN(Cc3ccccc3)CC=C12	1	0	14	-4	11	12	24	10	19
37	O=C(NCc1cccnc1)C1CCCN(S(=O)(=O)c2ccccc2)C1 (stereo not given)	0	5	2	-2	-2	-3	6	6	2
38	O=C(Nc1ccc(-c2ccccc2)cc1)c1ccccc1	2	3	-5	2	20	2	3	4	0
39	CC(C)c1ccc(/C=N/NC(=O)c2cccc(Cl)c2)cc1	-16	-29	-68	1	3	-9	-10	4	-1
40	O=C(Nn1c(C2CC2)nc2ccccc2c1=O)c1ccco1	-2	-1	-4	12	-1	-8	0	3	0
41	COc1ccc(NS(=O)(=O)c2cccc(-c3nnc(-c4ccccc4)o3)c2)cc1	-15	-24	-8	3	-1	11	-14	8	30*
42	COc1cc2c(cc1OC)C(C(=O)Nc1ccc(F)c(Cl)c1)CC(=O)N2 (stereo not given)	5	10	5	-1	2	4	0	7	-2
43	CN(Cc1ccccc1)C(=O)CCS(=O)(=O)c1ccc2c(c1)NC(=O)CS2	-5	-15	2	-8	4	3	3	9	3
44	Cc1sc2ncnc(NCC3(N4CCOCC4)CCCCC3)c2c1C	1	-1	-4	2	8	-2	-3	7	2
45	COc1ccc(C2/C=C\CN(S(=O)(=O)/C=C/c3ccccc3)CC(=O)N2Cc2ccc(F)cc2)cc1 (stereo not given)	-4	-7	-2	1	1	-13	6	-3	4

cpd	molecule	LYPLA1 counter	LYPLA2 counter	PME-1 inh	PAD4 FP inh	PAFAH1B2 FP inh	PAFAH2 FP inh	GSTO1 counter	PAFAH1B3 inh	pPAFAH FP inh
46	CCN(CC(=O)Nc1c(F)cccc1F)C(=O)CCCOc1ccc(OC)cc1	6	6	10	2	5	5	6	1	6
47	Cn1cc(S(=O)(=O)CC(=O)N2CCc3ccccc32)c2ccccc21	3	9	3	2	3	2	1	-1	6
48	Cc1ccc(N2CCOCC2)c2c1C(=O)c1ccccc1C2=O	1	-1	8	-2	-1	2	2	5	8
49	Cc1ccc(-c2cc(C(F)F)n3ncc(C(=O)Nc4cn(C)nc4C)c3n2)cc1	-1	7	-3	2	-2	2	3	3	-1
50	CC(NC(=O)OC1CCCCC1)N1C(=O)C2C3C=CC(C3)C2C1=O (stereo not given)	3	2	4	-3	5	1	-8	8	3
51	CCN(CC)S(=O)(=O)c1ccc(N2CCCC2)c(NC(=O)C2CSC3(C)CCC(=O)N23)c1 (stereo not given)	-1	-9	10	-3	0	8	8	6	9
52	O=C(c1cccs1)N(Cc1ccco1)c1nc(-c2ccc(F)cc2)cs1	-6	-11	-16	0	1	-5	7	5	1

Random excerpt: five records from the list
cpd	molecule	LYPLA1 counter	LYPLA2 counter	PME-1 inh	PAD4 FP inh	PAFAH1B2 FP inh	PAFAH2 FP inh	GSTO1 counter	PAFAH1B3 inh	pPAFAH FP inh
52	O=C(c1cccs1)N(Cc1ccco1)c1nc(-c2ccc(F)cc2)cs1	-6	-11	-16	0	1	-5	7	5	1
48	Cc1ccc(N2CCOCC2)c2c1C(=O)c1ccccc1C2=O	1	-1	8	-2	-1	2	2	5	8
50	CC(NC(=O)OC1CCCCC1)N1C(=O)C2C3C=CC(C3)C2C1=O (stereo not given)	3	2	4	-3	5	1	-8	8	3
49	Cc1ccc(-c2cc(C(F)F)n3ncc(C(=O)Nc4cn(C)nc4C)c3n2)cc1	-1	7	-3	2	-2	2	3	3	-1
46	CCN(CC(=O)Nc1c(F)cccc1F)C(=O)CCCOc1ccc(OC)cc1	6	6	10	2	5	5	6	1	6
